# High-throughput results: PubChem BioAssay, National Center for Advancing Translational Sciences (NCATS)
# APEX1 inh – qHTS Assay for Inhibitors of the Human Apurinic/apyrimidinic Endonuclease 1 (APE1) | DNA repair nuclease/redox regulator APEX1 (Homo sapiens), P27695 | recombinant APE1, TAMRA/BHQ-2 abasic DNA cleavage fluorescence | Potency, µM (series often up to 65.8 µM), inactives show at the highest dose activity change, negative = inhibition, most hits filed as inhibitors | actives 0.35% (n = 350,000);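 also: potency is read from the fitted curve at half-maximal effect; plate controls were vehicle for no effect and reference inhibitor for full effect; nearly all actives have a fitted effect of over 55% in size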
#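 Kinetic fluorescence read (525 ex/598 em nm, three reads 60 s apart) of AP-site incision; signal = third minus first read. Enzyme 0.75 nM, dual-labelled THF duplex 50 nM, compound preincubation 15 min RT.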
# LDHA inh – qHTS assay for inhibitors of human lactate dehydrogenase. actives 0.15% (n = 480,000). L-lactate dehydrogenase A chain (Homo sapiens), P00338. purified LDHA, NADH/diaphorase-resazurin fluorescence; stronger effect = lower value. activity change, % (values are at about 110 or 230 µM). AID 1347041, 2019; in the data active = activity change below about -30%; inconclusive = mostly about -25% to -30%;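 also: plate controls were DMSO wells for no effect and wells without enzyme for full effect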
#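 LDH5 2 nM; NADH 0.06 mM, pyruvate 0.2 mM; 200 mM Tris pH 7.4, EDTA, Tween-20; 5 min RT. Detection: diaphorase 0.133 mg/mL + resazurin 37 µM, fluorescence ex540/em590 at 0 and 20 min; normalized to enzyme-free and DMSO wells.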
# RGS4 inh – Inhibitors of Regulator of G Protein Signaling (RGS) 4: qHTS. Regulator of G-protein signaling 4 (Homo sapiens), P49798. Transcreener GDP fluorescence polarization, RGS4-accelerated GTP hydrolysis. Potency, µM (top dose mostly 114 µM), without a hit: top-dose activity change, negative = inhibition, most hits filed as inhibitors. actives 0.039% (n = 390,000). AID 504845, 2011; also: potency is read from the fitted curve at half-maximal effect; % is scaled to controls: 0 for no effect and ±100 for the full control effect; nearly all actives have a fitted effect of over 75% in size; some results filed as inactive show a strong effect at the top dose
# Target sequence (P49798 whole entry, looked up): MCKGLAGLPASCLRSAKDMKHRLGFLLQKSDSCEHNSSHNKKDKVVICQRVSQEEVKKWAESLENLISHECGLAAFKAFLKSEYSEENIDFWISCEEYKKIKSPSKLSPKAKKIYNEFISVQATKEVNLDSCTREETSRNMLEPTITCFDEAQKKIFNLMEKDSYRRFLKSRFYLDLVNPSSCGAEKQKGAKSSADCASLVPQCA
#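 MLSMR compounds (23 nl, pin-transferred) preincubated 10 min at room temperature with a 500nM (2x) first reagent, then RGS4 at 900nM (2x) plus Transcreener GDP mix added; fluorescence polarization (620/688 nm) read before and after 90 min at 30 °C.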
# Pol beta inh – qHTS Assay for Inhibitors of DNA Polymerase Beta; P06746; Pol beta primer extension/strand displacement, fluorescence kinetic; Potency, µM (doses to about 114 µM), without a hit: at the highest dose activity change, negative = inhibition, hits mostly inhibitors; actives 1.3% (n = 340,000); also: potency is read from the fitted curve at half-maximal effect; % is scaled to controls: 0 for no effect and ±100 for the full control effect
#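 Kinetic readout of DNA synthesis with strand displacement by Pol beta. Compound and 10 nM enzyme sit 15 min at room temperature; 50 nM substrate starts the reaction, read immediately and at 10 min.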
# Pol kappa inh – qHTS for Inhibitors of Polymerase Kappa. purified Pol kappa, fluorescent DNA synthesis assay, 10 min. Potency, µM (top dose mostly 107 µM), inactives show at the top dose activity, negative = inhibition, usual class: inhibitors. actives 0.53% (n = 400,000). AID 588579, 2011; also: potency is read from the fitted curve at half-maximal effect; % is scaled to controls: 0 for no effect and ±100 for the full control effect
#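 Activity was followed as the change in fluorescence between reads at 0 and 10 min after starting the reaction with 50 nM substrate. Beforehand, 10 nM polymerase had been preincubated with compound for 15 min at room temperature.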
# POLH inh – qHTS for Inhibitors of Polymerase Eta. DNA polymerase eta (Homo sapiens), Q9Y253. AID 588591, 2011. actives 1.2% (n = 390,000). recombinant Pol eta, fluorescent DNA replication assay. Potency, µM (titrated, usually from 114 µM), for the others: at the top dose activity change, negative = inhibition, actives largely listed as inhibitors; also: potency is read from the fitted curve at half-maximal effect; % is scaled to controls: 0 for no effect and ±100 for the full control effect
#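 Fluorescent replication assay: 50 nM final substrate added after a 15 min room-temperature compound preincubation with 10 nM enzyme. Signal taken at 0 min and again at 10 min.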
# 12-LOX inh – Primary qHTS assay for inhibitors of human arachidonate 12S-lipoxygenase (ALOX12): Round 2 | Polyunsaturated fatty acid lipoxygenase ALOX12 (Homo sapiens), P18054 | purified 12hLO, xylenol orange hydroperoxide absorbance | Potency, µM (titrated, usually from 108 µM), for inactives: top-dose activity change, negative = inhibition, most hits filed as inhibitors | actives 1.1% (n = 580,000) | AID 1671190, 2021; also: potency is read from the fitted curve at half-maximal effect; % is scaled to controls: 0 for no effect and ±100 for the full control effect
# Target sequence (P18054 whole entry, looked up): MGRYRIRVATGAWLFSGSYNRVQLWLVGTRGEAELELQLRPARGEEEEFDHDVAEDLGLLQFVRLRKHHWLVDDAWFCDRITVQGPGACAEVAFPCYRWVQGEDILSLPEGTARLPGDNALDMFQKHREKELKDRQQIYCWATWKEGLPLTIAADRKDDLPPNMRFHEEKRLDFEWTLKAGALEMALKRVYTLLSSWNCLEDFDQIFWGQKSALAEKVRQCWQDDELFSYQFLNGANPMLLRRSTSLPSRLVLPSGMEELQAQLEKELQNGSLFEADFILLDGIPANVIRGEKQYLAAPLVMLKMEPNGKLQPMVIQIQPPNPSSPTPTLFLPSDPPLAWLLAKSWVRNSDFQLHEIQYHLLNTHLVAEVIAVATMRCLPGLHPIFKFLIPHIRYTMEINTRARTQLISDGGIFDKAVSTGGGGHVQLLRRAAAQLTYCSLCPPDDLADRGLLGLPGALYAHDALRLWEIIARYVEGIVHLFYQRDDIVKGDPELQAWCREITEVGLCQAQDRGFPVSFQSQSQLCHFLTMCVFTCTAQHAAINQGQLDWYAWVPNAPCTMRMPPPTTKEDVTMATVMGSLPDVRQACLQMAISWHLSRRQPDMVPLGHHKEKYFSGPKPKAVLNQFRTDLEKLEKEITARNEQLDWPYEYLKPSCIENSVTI
#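 Purified human 12hLO at 150 nM in 25 mM Hepes, 0.01% Triton X-100, pH 7.0, preincubated 15 min at room temperature with compound. Reaction started with 40 uM arachidonic acid, 30 min at room temperature. Hydroperoxide measured by Fe-xylenol orange, 573/405 nm absorbance ratio.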
# Apoferritin bind – qHTS Assay for Identification of Novel General Anesthetics | Ferritin light chain (Equus caballus), P02791 | apoferritin/1-aminoanthracene competitive binding, fluorescence | Potency, µM (top dose mostly 77.5 µM), inactives show at the highest dose activity change, negative = displacement, actives largely listed as inhibitors | actives 0.074% (n = 350,000); also: potency is read from the fitted curve at half-maximal effect; % is scaled to controls: 0 for no effect and ±100 for the full control effect; nearly all actives have a fitted effect of over 20% in size
# Target sequence (P02791 2-175 limits assumed): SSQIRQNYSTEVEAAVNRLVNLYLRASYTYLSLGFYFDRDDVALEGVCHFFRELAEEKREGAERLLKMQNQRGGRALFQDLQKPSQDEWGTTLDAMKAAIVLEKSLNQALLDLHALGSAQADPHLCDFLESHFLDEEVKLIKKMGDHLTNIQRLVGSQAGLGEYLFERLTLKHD
#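 In PBS, apoferritin at 10 uM is loaded with 1-AMA from a 50% saturated solution. After 10 min of compound exposure at ambient temperature, reduced 535 nm fluorescence indicates probe displacement.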
# ERG Ets-DNA blk – qHTS for Small Molecule Inhibitors of the ERG Ets/DNA interaction. Potency, µM (doses to about 76.9 µM), for inactives: at the top dose FP activity, negative = inhibition, actives largely listed as inhibitors. fluorescence polarization, His-ERG Ets domain / labelled DNA. actives 0.028% (n = 370,000). Transcriptional regulator ERG (Homo sapiens), P11308; active = well fitted inhibition curve with a large enough effect in the polarisation, with a control signal flat; inconclusive = small, poorly fitted or top-dose-only effect, or effect the other way, or a change in a side signal; inactive = no such curve, though single readings can be large or run the other way; the % refers to the polarisation;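 also: polarization taken with two DNA probes labelled with fluorescein and Texas red; potency is read from the fitted curve at half-maximal effect; % of control where 0% means no effect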
#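 His-tagged ERG Ets domain (1 uM in the protein solution; 300mM KCl, 50mM Tris-HCl, 1mM EDTA, 1mM DTT, pH 7.5) received compound, then a probe mix of 5 nM fluorescein-DNA and 100nM Texas-615-DNA. Fluorescence polarization was read for both dyes.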
# Starred values were filed as active, the others as inactive; ? = inconclusive; . = not tested or not shown; [ ] = another dose, or the depositor's remark. Unless noted, calls follow the shape of the dose curve; as a rule, active = well fitted curve in the direction sought with a large enough effect; inconclusive = small, poorly fitted or top-dose-only effect, or another doubt; inactive = no such curve, though single readings can be large; an effect the other way counts as inactive or inconclusive. Only part of the results is shown. The share of hits here may be higher or lower than overall.
SMILES,APEX1 inh,LDHA inh,RGS4 inh,Pol beta inh,Pol kappa inh,POLH inh,12-LOX inh,Apoferritin bind,ERG Ets-DNA blk
CCn1ncc(C2=NOC(C(=O)Nc3cc(OC)c(Cl)cc3OC)C2)c1C (stereo not given),-5%,-3,2%,-15%,5%,-2%,3%,-6%,-12%
Cc1ccc(-n2nc3c(c2NC(=O)/C=C\c2ccc4c(c2)OCO4)CSC3)cc1,-1%,6,-19%,?,-32%,?,?,-6%,-16%
COc1cc(-c2nc(-c3ccccn3)no2)cc(OC)c1OC,1%,1,24%,14%,-8%,3%,13%,-6%,.
Cc1cc(C)c(C)c(S(=O)(=O)N2CCN(C(=O)C3CCC3)CC2)c1C,29%,-6,-20%,.,-6%,-23%,2%,.,-10%
COc1ccc2cc(C=O)n(C)c2c1,-12%,0,-9%,.,-3%,-9%,-9%,.,1%
Cc1ccc(C(=O)O/N=C(\N)c2ccccn2)cc1C,27%,-3,-2%,25%,-1%,6%,8%,-15%,8%
COc1ccc(NC(=O)c2sc(NC(=O)COc3ccccc3)nc2C)cc1,1%,0,-29%,42%,-5%,-7%,?,-20%,.
C=CCn1c(SCC(=O)Nc2ccccc2OC)nc(O)c(CC)c1=O,-1%,3,-6%,24%,-4%,-12%,8%,-10%,-4%
COc1ccccc1C(=O)Nc1ccc(S(=O)(=O)Nc2cc(C)on2)cc1,4%,-2,-2%,-24%,-6%,-5%,193%[activator],0%,-8%
S=C(NCC1CCCO1)Nc1cccc2ccccc12 (stereo not given),2%,-1,-20%,-1%,-1%,-13%,?,-6%,12%
COc1ccc(C(=O)C2CCCN(C(=O)/C=C/c3cnc[nH]3)C2)c(C)c1 (stereo not given),-9%,-1,-22%,1%,-5%,-17%,-1%,-8%,-8%
Cc1ccc2oc(=O)c3cnn(CC(=O)Nc4ccc(Br)cc4C)c3c2c1,.,-1,-20%,6%,-3%,-16%,-8%,4%,-1%
CCn1c(CNC(=O)c2cccnc2)cc2ccccc21,22%,3,29%,26%,9%,3%,?,9%,-8%
CC(=O)c1ccc(S(=O)(=O)Nc2cccc(-c3ccc(N4CCCCCC4)nn3)c2)cc1,.,2,-10%,-17%,-3%[60.1 µM],?,-7%,?,1%
COC(=O)[C@H]1C[C@@H]1[C@H](NC(=O)[C@H]1C[C@@H]1[C@H](NC(=O)OCc1ccccc1)c1ccccc1)c1ccccc1,0%,-2,-11%,-9%,10%,-12%,-2%,1%,9%
CCCCOC(=O)c1ccc(Nc2nc3ccc(C)cc3n3cnnc23)cc1,.,-5,1%,8%,-1%,-22%,-7%,-5%,-3%
CCCC(CCC(=O)Nc1ccc(C(=O)OCC)cc1)C(=O)O (stereo not given),3%,-2,-25%,-7%,-2%,-17%,0%,2%,-13%
CCCOc1cccc(C2C(C(=O)c3ccc(C)o3)=C(O)C(=O)N2c2nc(C)c(C(C)=O)s2)c1 (stereo not given),23%,0,-28%,-1%,0%,-17%,1.3µM*,?,15%
O=C(COC(=O)c1ccccc1)c1ccc(Br)cc1,3%,-10,7%,13%,-5%,-2%,-3%,-17%,.
COc1ccc(NC(=O)C2=C(C)Nc3nc(CCCO)nn3C2c2ccc(OC)c(OC)c2)cc1 (stereo not given),-1%,0,-4%,-30%,0%,-6%,3%,-5%,-4%

# No new results follow: entries from further up.
SMILES,APEX1 inh,LDHA inh,RGS4 inh,Pol beta inh,Pol kappa inh,POLH inh,12-LOX inh,Apoferritin bind,ERG Ets-DNA blk
CCn1ncc(C2=NOC(C(=O)Nc3cc(OC)c(Cl)cc3OC)C2)c1C (stereo not given),-5%,-3,2%,-15%,5%,-2%,3%,-6%,-12%
Cc1ccc(-n2nc3c(c2NC(=O)/C=C\c2ccc4c(c2)OCO4)CSC3)cc1,-1%,6,-19%,?,-32%,?,?,-6%,-16%
COc1cc(-c2nc(-c3ccccn3)no2)cc(OC)c1OC,1%,1,24%,14%,-8%,3%,13%,-6%,.

# Filtered by structure, the entries above containing bromine (two)
SMILES,APEX1 inh,LDHA inh,RGS4 inh,Pol beta inh,Pol kappa inh,POLH inh,12-LOX inh,Apoferritin bind,ERG Ets-DNA blk
Cc1ccc2oc(=O)c3cnn(CC(=O)Nc4ccc(Br)cc4C)c3c2c1,.,-1,-20%,6%,-3%,-16%,-8%,4%,-1%
O=C(COC(=O)c1ccccc1)c1ccc(Br)cc1,3%,-10,7%,13%,-5%,-2%,-3%,-17%,.

# The results go on:
SMILES,APEX1 inh,LDHA inh,RGS4 inh,Pol beta inh,Pol kappa inh,POLH inh,12-LOX inh,Apoferritin bind,ERG Ets-DNA blk
O=C(O)c1ccccc1NC(=O)C1CCN(S(=O)(=O)c2cccc3nsnc23)CC1,-14%,-7,4%,-3%,-4%,1%,-20%,9%,1%
Cc1cccc(NC(=S)NNC(=O)COc2ccc(Cl)cc2Cl)c1,8%,-5,?,-6%,-12%,-17%,?,-12%,-9%
CC1CCN(C(=O)CN2CCSc3ccccc32)CC1,.,7,-22%,-29%,-3%[60.1 µM],-15%,-27%,-2%,-3%
CCCCC(=NCCc1c(C)[nH]c2ccccc12)C1=C(O)CC(c2ccccc2)CC1=O (stereo not given),3%,3,4%,2%,4%,-10%,-6%,-3%,5%
CCCCn1c(NC(=O)CC)c(C#N)c2nc3ccccc3nc21,2%,-7,26%,2%,-6%,-17%,0%,40%[activator],-4%
O=c1cc(CSc2nc3ccccc3[nH]2)c2ccccc2[nH]1,-3%,-8,11%,-15%,-2%,-9%,16%,?,2%
Nn1c(SCC(=O)Nc2nccs2)nnc1-c1cccnc1,-2%,-8,2%,.,-4%,-10%,2%,.,4%
COc1ccccc1CCNC(=O)C(=O)Nc1cc2c3c(c1)C(C)C(=O)N3CCC2 (stereo not given),-15%,-4,-11%,.,-3%,-4%,?,.,-8%
Nc1cc(C(=O)OCC(=O)N2CCCC2)ccc1Cl,-5%,1,-9%,-21%,-14%,-4%,1%,-4%,5%
CCC(C)(C)n1nnnc1C(c1cc2cccc(C)c2[nH]c1=O)N1CCCC1 (stereo not given),-3%,2,-18%,-4%,-3%,-12%,6%,3%,0%

# Just LDHA inh, RGS4 inh and 12-LOX inh, for 2 of the compounds above:
molecule,LDHA inh,RGS4 inh,12-LOX inh
CC1CCN(C(=O)CN2CCSc3ccccc32)CC1,7,-22%,-27%
O=C(O)c1ccccc1NC(=O)C1CCN(S(=O)(=O)c2cccc3nsnc23)CC1,-7,4%,-20%

# Additional records:
SMILES,APEX1 inh,LDHA inh,RGS4 inh,Pol beta inh,Pol kappa inh,POLH inh,12-LOX inh,Apoferritin bind,ERG Ets-DNA blk
O=C(CCCOc1ccc(Cl)cc1Cl)NCc1ccccn1,4%,-6,-2%,4%,3%,-2%,10%,-13%,2%
CCOc1ccccc1NC(=O)C(c1ccccc1)N1CCN(CC(=O)N2CCCC2)CC1 (stereo not given),45%,-5,-12%,.,-1%,-4%,8%,.,2%
O=C(Cn1c(O)c(/C=C2\C=Nc3ccc(Br)cc32)sc1=O)N1CCCC1,?,-20,?,-3%,-16%,-16%,-12%,-10%,-7%
CCN(CC)C(=O)CSc1nc(OC)cc(=O)[nH]1,-3%,-3,6%,22%,-12%,-14%,?,-5%,7%
Cc1cc(C(F)F)n2nc(C(=O)Nc3ccc(S(=O)(=O)NC45CC6CC(CC(C6)C4)C5)cc3)nc2n1,-4%,-2,-15%,9%,2%,-12%,1%,?,3%
CC(OC(=O)c1ccc(Cl)nc1)C(=O)N1CCc2ccccc21 (stereo not given),-13%,-4,6%,.,-9%,-3%,?,.,-2%
C=COc1ccc(N2C(=O)c3ccccc3OC2C)cc1 (stereo not given),4%,-2,-21%,23%,1%,-12%,-3%,?,?
COc1ccc(S(=O)(=O)NCCc2c[nH]c3ccc(Cl)cc23)cc1,26%,-3,4%,-2%,-6%,-9%,?,-15%,1%
CN(CC(=O)Nc1ccccc1Br)C(=O)c1ccccc1Sc1ccccc1C#N,.,-2,-6%,.,2%,-2%,446%[activator],.,-15%
O=C(NC(=S)Nc1cccc(O)c1)c1ccco1,8%,-17,15%,13%,-5%,4%,?,3%,-2%
COc1ccc(NC(=O)CSc2nncs2)cc1S(N)(=O)=O,-7%,-5,-22%[56.9 µM],26%,-4%,-18%,-11%,-15%,0%
CC(=O)N1CCN(CC(=O)Nc2cccc(S(=O)(=O)N3CCCCC3)c2)CC1,7%,-10,2%,.,-11%,-15%,-2%,.,-14%
